Bioassay records (PubChem)
Giardia FBPA inh = Giardia lamblia aldolase inhibition. A8B2U2. purified Giardia FBPA. Potency, µM (series often up to 59.6 µM), without a hit: at the top dose activity, negative = inhibition, most hits filed as inhibitors. 290,000 tested, 0.71% active. AID 2451; note: potency is the fitted concentration of half-maximal effect; nearly all actives have a fitted effect of over 55% in size
Target sequence (A8B2U2 whole entry, looked up): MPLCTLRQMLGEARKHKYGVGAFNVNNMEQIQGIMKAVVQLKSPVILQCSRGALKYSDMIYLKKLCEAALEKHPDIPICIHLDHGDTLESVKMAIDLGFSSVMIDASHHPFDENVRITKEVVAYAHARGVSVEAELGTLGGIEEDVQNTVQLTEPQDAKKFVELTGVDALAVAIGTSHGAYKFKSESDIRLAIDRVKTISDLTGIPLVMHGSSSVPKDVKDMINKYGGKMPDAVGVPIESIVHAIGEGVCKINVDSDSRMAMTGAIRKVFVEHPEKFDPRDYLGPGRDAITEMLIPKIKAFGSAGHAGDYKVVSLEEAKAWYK
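Giardia FBPA (40 nM reagent) was preincubated 10 min at RT with compound (up to 57.5 uM final), then substrate plus GAPDH/TPI/NAD/arsenate coupling system with diaphorase/resazurin was added; resorufin fluorescence (525/598 nm) was read after 20 min.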
AMA1 RON2 block = inhibitors of Plasmodium falciparum AMA1-RON2 interaction; AlphaScreen AMA1-biotinylated RON2 peptide binding; Potency, µM (top dose mostly 58.2 µM), without a hit: at the highest dose activity change, negative = inhibition, usual class: inhibitors; 360,000 tested, 0.2% active;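 note: potency is the fitted concentration of half-maximal effect; 0% = vehicle wells and -100% = peptide control; nearly all actives have a fitted effect of over 45% in size; some results filed as inactive show a strong effect at the top dose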
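AMA1 (3D7) with his tag at 25 nM final met compounds first, then biotinylated RON2 peptide at 25 nM; detection used donor plus acceptor beads, 10 µg/mL apiece, read by AlphaScreen after 30 min at room temperature.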
HCV inhibitor = inhibitors of hepatitis C virus infection | Huh7.5.1 HCVcc-Cre infection, luciferase reporter, 44 h | Potency, µM (series often up to 41.8 µM), without a hit: at the top dose activity change, negative = inhibition, most hits filed as inhibitors | 340,000 tested, 3.4% active; note: potency is the fitted concentration of half-maximal effect
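Cells seeded at 1,000/well and cultured 4 h, then compounds added followed by HCVcc-Cre virus (~0.5 moi). After 44 h further culture, luciferase substrate was added, plates held 15 min at room temperature, and luminescence read for 15 sec.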
Sm TGR inh = S. mansoni TGR enzyme inhibition. 360,000 tested, 3% active. Potency, µM (series often up to 114 µM), for the others: top-dose activity change, negative = inhibition, actives largely listed as inhibitors. AID 485364. purified TGR, DTNB reduction, TNB absorbance 405 nm. Q962Y6; note: potency is the fitted concentration of half-maximal effect; nearly all actives have a fitted effect of over 60% in size
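Kinetic colorimetric format: TGR-catalysed, NADPH-driven DTNB reduction monitored via TNB absorbance. Enzyme dispensed at 20 nM; compound exposure 15 min at room temperature before reaction start.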
HCMV inh = blocks human cytomegalovirus replication; HFF cells, HCMV-luciferase reporter, 72 h; active compounds read low; activity change, negative = inhibition, % at 57.5 µM; 410,000 tested, 4.5% active; AID 1259415; in the data active = activity change below about -60%; inconclusive = no clear call, values can overlap the other calls; inactive = above about -39%
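Two-dose cell screen: HFF monolayers treated with compounds and infected with luciferase-expressing HCMV at 1 PFU/cell, 72 h at 37C, then lysed for luciferase measurement.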
AmpC inh detg = blocks E. coli AmpC beta-lactamase in detergent assay. P00811. AmpC hydrolysis of nitrocefin, absorbance 480 nm, 0.01% Triton. Potency, µM (titrated, usually from 114 µM), without a hit: at the highest dose activity change, negative = inhibition, hits mostly inhibitors. 370,000 tested, 0.041% active. AID 485294;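 note: potency is the fitted concentration of half-maximal effect; 0% = no-compound wells and -100% = no-enzyme wells; nearly all actives have a fitted effect of over 25% in size; some results filed as inactive show a strong effect at the top dose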
Target sequence (P00811 whole entry, looked up): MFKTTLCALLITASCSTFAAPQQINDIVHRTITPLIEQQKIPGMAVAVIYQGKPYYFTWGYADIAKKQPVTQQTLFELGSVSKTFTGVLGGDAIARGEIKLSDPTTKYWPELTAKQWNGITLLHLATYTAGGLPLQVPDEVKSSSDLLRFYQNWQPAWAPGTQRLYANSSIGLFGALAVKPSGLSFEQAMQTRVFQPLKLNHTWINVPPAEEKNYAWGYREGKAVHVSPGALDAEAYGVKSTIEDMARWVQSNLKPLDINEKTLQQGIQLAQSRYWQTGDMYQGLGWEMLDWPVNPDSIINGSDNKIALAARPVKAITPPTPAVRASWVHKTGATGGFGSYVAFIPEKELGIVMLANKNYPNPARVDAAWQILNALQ
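20 mM phosphate pH 7.0 + 0.01% (detergent screen) or 0.0001% Triton X-100; 5.3 nM AmpC reagent; cpd preinc 15 min RT; nitrocefin (800 uM stock) to start; A480 q20 s × 4 min; Activity was normalised to no-enzyme and no-compound control wells.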
* = called active by the depositor; ? = inconclusive; / = not tested or not shown; & = joins results of further samples; [ ] = dose if it differs, or a comment. Unless noted, calls come from the whole dose curve; as a rule, active = well fitted curve in the direction sought with a large enough effect; inconclusive = small, poorly fitted or top-dose-only effect, or another doubt; inactive = no such curve, though single readings can be large; an effect the other way counts as inactive or inconclusive. Unless noted, % is set by controls: 0 for no effect and ±100 for the full control effect.

Start of the data: the first four compounds, to show the layout:
Values run as follows: Giardia FBPA inh	AmpC inh detg	Sm TGR inh	HCMV inh	HCV inhibitor	AMA1 RON2 block
Cc1ccc(CCc2nnc(SCC(=O)Nc3cccc(Cl)c3)n2-c2ccccc2)o1
  0%	?	-8%	-19	-5%	-1%
Cc1cc(-c2nnc(CCC(=O)NCC(C)c3ccccc3)o2)no1 (configuration not stated)
  /	-8%	-3%	12	17%	5%
Cc1nn(C)c(C(=O)N/N=C/c2cc3c(cc2Br)OCO3)c1Br
  9%	?	-1%	-10	8%	6%
COc1cc(OC)cc(C(=O)NN(CCC#N)C2=NS(=O)(=O)c3ccccc32)c1
  -6%	0%	-2%	9	-20%	-9%

This part in full, from the first entry:
Values run as follows: Giardia FBPA inh	AmpC inh detg	Sm TGR inh	HCMV inh	HCV inhibitor	AMA1 RON2 block
Cc1ccc(CCc2nnc(SCC(=O)Nc3cccc(Cl)c3)n2-c2ccccc2)o1
  0%	?	-8%	-19	-5%	-1%
Cc1cc(-c2nnc(CCC(=O)NCC(C)c3ccccc3)o2)no1 (configuration not stated)
  /	-8%	-3%	12	17%	5%
Cc1nn(C)c(C(=O)N/N=C/c2cc3c(cc2Br)OCO3)c1Br
  9%	?	-1%	-10	8%	6%
COc1cc(OC)cc(C(=O)NN(CCC#N)C2=NS(=O)(=O)c3ccccc32)c1
  -6%	0%	-2%	9	-20%	-9%
O=C(NCCN1C(=O)S/C(=C/c2ccccc2)C1=O)C1CC(=O)N(Cc2ccccc2)C1 (configuration not stated)
  /	?	-15%	-14	?	-5%
CC1CN(C(=O)c2ccccc2)OC(c2ccc3c(c2)OCO3)O1 (configuration not stated)
  -11%	11%	-1%	-11	3%	-1%
O=C(Cc1ccccc1)NNC(=O)c1cccs1
  5%	1%	?	4	17%	0%
Cc1cc(SCNC(=O)c2ccccc2)ncn1
  14µM*	6%	14µM*	-10	6%	40%[activator]
Cc1ccc(N2CCN(/N=C/C=C/c3ccccc3)CC2)cc1
  3%	-7%	-7%	-35	-2%	-16%
O=S(=O)(c1ccccc1)N1CCC(O)(CSc2ccc(F)cc2)CC1
  -2%	-10%	-2%	-86*	11µM*	-1%

Continuation:
Values run as follows: Giardia FBPA inh	AmpC inh detg	Sm TGR inh	HCMV inh	HCV inhibitor	AMA1 RON2 block
O=C(O)CCCn1cc(NC(=O)COc2cc(F)ccc2[N+](=O)[O-])cn1
  0%	-9%	4%	42	19%	-3%
COc1ccc(CCNC(=O)C2(C)CCC(=O)N2Cc2ccc3c(c2)OCO3)cc1OC (configuration not stated)
  6%	?	-6%	-1	-2%&-1%	9%
CCN(CC)S(=O)(=O)c1cccc(C(=O)Nc2cc3oc4ccccc4c3cc2OC)c1
  4%	0%	-10%	-37	?	20%
c1ccc2nc3[nH]cnc3nc2c1
  -28%	-12%	4%	32	12%	4%
CCOC(=O)[C@H]1[C@H]2COc3ccc(C)cc3[C@@H]2N2C(=O)c3cc(F)ccc3NC(=O)[C@@]12C
  /	1%	-22%	-37	1%	-17%
OC1(c2ccc(F)cc2)CSC(=Nc2cccnc2)N1Cc1ccco1 (configuration not stated)
  -1%	-6%	-11%	?	?	-2%
CC(C(=O)Nc1ccc2c(c1)OCCO2)N(c1ccccc1)S(C)(=O)=O (configuration not stated)
  -3%	-1%	2%	19	12%	2%
CN1CCN(CCCNC(=O)c2cc3c(-c4ccc(Cl)cc4)nn(C)c3s2)CC1
  -4%	?	-11%	8	?	-10%
COc1ccc(OCCCC(=O)NCC(C)C)cc1
  3%	-1%	-10%	8	5%	-13%
CC(C)(C)C1CCC2(CC1)C(Nc1cccc(C(F)(F)F)c1)=NC(=S)N2CC#N (configuration not stated)
  2%	-11%	-8%	36	3%	1%

(listing goes on)
Values run as follows: Giardia FBPA inh	AmpC inh detg	Sm TGR inh	HCMV inh	HCV inhibitor	AMA1 RON2 block
O=C(CN1C(=O)NC2(CCCC2)C1=O)N1CCN(S(=O)(=O)c2cccc(F)c2)CC1
  /	-4%	-15%	-2	19%	16%
N#CCCN(Cc1cccnc1)C(=S)NC(=O)c1ccccc1
  /	/	/	?	6%	79%[activator]
O=C(O)c1ccc(N=C2NC(=O)C(CO)(CO)S2)cc1
  -30%	-10%	0%	75	4%	-1%
Cc1ccc(-c2nnn(CC(=O)Nc3nnc(C(C)C)s3)n2)cc1
  7%	1%	13%	-18	-4%	24%
O=C(CCS(=O)(=O)c1cccc2nonc12)NCCc1ccccc1
  2%	0%	?	16	-1%	-1%
Cc1nc2cc(Cl)c([N+](=O)[O-])cc2s1
  3%	4%	11%	-39	5%	-28%
CCc1cc(C(=O)N2CCCC(CNS(=O)(=O)c3cccs3)C2)n(C)n1 (configuration not stated)
  6%	-3%	-2%	?	-21%	13%
O=C(CN1C(=O)c2ccccc2S1(=O)=O)NCCSCc1ccco1
  4%	-19%	?	-25	1%	77%[activator]
CSc1nc(Oc2ccc(=O)n(C)n2)nc(N(C)C)n1
  7%	-7%	5%	11	12%	-3%
CCC(O)(c1ccc(OC)cc1)C(CN1CCOCC1)c1ccccc1 (configuration not stated)
  -8%	1%	-2%	?	10%	0%

(list continues)
Values run as follows: Giardia FBPA inh	AmpC inh detg	Sm TGR inh	HCMV inh	HCV inhibitor	AMA1 RON2 block
COC(=O)Nc1nc2c(s1)CCCC2
  2%	?	0%	21	-20%	0%
O=C(Nc1ccccc1Cl)c1ccc2c(c1)N(Cc1ccc(F)cc1)C(=O)CS2=O (configuration not stated)
  0%	-13%	0%	-19	-30%	2%
COc1cc(/C=N/NC(=O)c2ccccc2)ccc1O
  -2%	-3%	-5%	2	3%	27%
CCC(C)C(NC(N)=O)C(=O)Nc1ccc(C(=O)OC)cc1 (configuration not stated)
  0%	3%	-7%	15	-2%	0%
Cc1ccc(-c2nc3ccsc3c(=O)o2)cc1
  0%	-1%	0%	180	27%	-1%
COc1cccc(C(=O)C2CCCN(C(=O)CCC3=NNC(=O)CC3)C2)c1 (configuration not stated)
  23%	-4%	0%	-28	15%	0%
N#CC1=C(N)NC(SCc2ccc(F)cc2)=C(C#N)C12CCCCC2
  -2%	3%	3%	-26	?	-7%
Cc1c(CC(=O)O)c(=O)oc2cc(OCc3ccc(Br)cc3)ccc12
  9%	?	0%	44	14%	-3%
CO/N=C(\Cn1ncc(NC2CCCCC2)c(Br)c1=O)c1ccc(Cl)cc1
  0%	?	-3%	56	?	-7%
Cc1noc(C)c1COc1ccc(C(=O)N2CCN(c3ccccc3F)CC2)cc1
  /	?	1%	-8	-17%	5%

Next section
Values run as follows: Giardia FBPA inh	AmpC inh detg	Sm TGR inh	HCMV inh	HCV inhibitor	AMA1 RON2 block
O=C(Nc1cccc(S(=O)(=O)N2CCCC2)c1)c1ccc2ccccc2n1
  -10%	-4%	22%	?	?	-7%
CCS(=O)(=O)N1CC(=O)N(c2cccc(C)c2C)C(C)(C(=O)NC2CCCCCC2)C1 (configuration not stated)
  /	-1%	10%	0	/	/
COC(=O)C1C(O)=C(C(C)=Nc2cccc3ccccc23)C(=O)CC1(C)C (configuration not stated)
  ?	8%	12%	44	9%	-7%
O=S(=O)(c1ccc(F)cc1)n1ccc(-c2cccc(OCc3ccc(Cl)cc3Cl)c2)n1
  -3%	-2%	5%	-8	-14%	-5%
COc1ccc(Cl)cc1C=CC=NNC(=O)c1ccncc1
  /	/	/	3	-13%	32%[activator]
COc1ccc(C(C(=O)NCC2CCCO2)N(Cc2ccc(F)cc2)C(=O)CNC(=O)c2ccco2)cc1OC (configuration not stated)
  5%	-8%	-13%	77	-6%	7%
C/C=C/c1cc(CN2CCN(c3ccc(OC)cc3)CC2)c(O)c(OC)c1
  -11%	2%	?	-15	-21%	22µM*
CC(C)CN(C(=O)COC(=O)c1ccc(C#N)cc1)C1CCS(=O)(=O)C1 (configuration not stated)
  /	-1%	-4%	-9	15%	-12%
CC1CN(S(=O)(=O)Cc2ccccc2)CC(C)O1 (configuration not stated)
  6%	?	-12%	5	5%	-1%
O=C1CC(c2ccc(Cl)c(Cl)c2)CC(O)=C1C=NCCN1CCNCC1 (configuration not stated)
  5%	?	-26%	/	/	/

Next structures
Values run as follows: Giardia FBPA inh	AmpC inh detg	Sm TGR inh	HCMV inh	HCV inhibitor	AMA1 RON2 block
COc1ccccc1CNC(=O)c1ccc(C)s1
  -1%	0%	-3%	-32	-6%	-17%
CCc1cc2c(=O)n(-c3ccccc3)c(SCC(N)=O)nc2s1
  -7%	-5%	-30%	-14	3%	8%
O=C(/C=C/c1cccs1)NC1CCS(=O)(=O)C1 (configuration not stated)
  0%	-1%	0%	5	20%	0%
Cc1cc(C)n(-c2nc3cc(Cl)c(Cl)cc3nc2Nc2ccc(F)cc2C)n1
  /	18%	5%	12	/	/
C=CCN(CC=C)C(=S)NC(=O)c1ccc([N+](=O)[O-])cc1
  ?	-10%	-3%	-12	11%	15%
c1csc(-c2nc3ccccn3c2Nc2ccc3c(c2)OCCO3)c1
  /	3%	?	49	/	/
CC(=O)Nc1ccc(Nc2cc(N3CCOCC3)c3nonc3c2[N+](=O)[O-])cc1
  3%	?	4%	-6	-4%	7%
CC1=C(C)CC(C(=O)NNC(=O)c2ccccc2O)C(C(=O)O)C1 (configuration not stated)
  -21%	2%	-11%	-90*	11%	26%
O=C1Nc2ccccc2N(O)N1c1cc(-c2ccccc2)[nH]n1
  4%	-10%	-2%	-16	8%	-5%
Cc1cccc(NC(=S)NC(=O)c2ccc(-c3ccccc3)cc2)n1
  -1%	-2%	9%	69	?	86%[activator]

Carrying on:
Values run as follows: Giardia FBPA inh	AmpC inh detg	Sm TGR inh	HCMV inh	HCV inhibitor	AMA1 RON2 block
Cc1ccc(CNC(=O)c2ccc3c(c2)NC(=O)C(CS(=O)(=O)Cc2ccc(F)cc2)N3)cc1 (configuration not stated)
  /	22%	30%	-2	/	/
NC(=O)c1ccccc1NC(=O)COc1ccc2c(c1)OCO2
  -5%	?	-1%	69	-21%	6%
c1ccc2c(c1)nc(NCCN1CCOCC1)c1nncn12
  2%	?	-9%	-1	4%	1%
CCCCN(CCCC)CC(O)CN(c1cc([N+](=O)[O-])ccc1OC)S(=O)(=O)c1ccccc1 (configuration not stated)
  3%	?	-13%	-20	?	-17%
Cc1ccc(NC(=O)CSc2nnc(-c3ccccn3)n2N)c(Br)c1
  3%	1%	4%	?	-21%	?
Cn1c(=O)[nH]c(=O)c2c1nc(N1CCOCC1)n2CCN1CCOCC1
  3%	2%	-35%	12	0%	-2%
COc1cccc2cc(C(C)OC(=O)Nc3ccc(C)cc3)oc12 (configuration not stated)
  -7%	1%	-3%	-1	?	4%
Cc1ccc(NC(=S)Nc2ccc(F)cc2)c(C)c1
  0%	-1%	-2%	?	-22%	7%
O=[N+]([O-])c1ccc(Cl)cc1N1CCOCC1
  -1%	-10%	0%	-1	18%	-6%
Cc1ccc(-n2nc(C)c(NC(=O)CCl)c2C)cc1C
  4%	?	22µM*	-103*	3.5µM*	10%
CC1(C)OC2C(CO)OC(n3cnc4c(=S)nc[nH]c43)C2O1 (configuration not stated)
  4.5µM*	3%	-13%	-3	16%	44%[activator]
O=C(CCCN1C(=O)c2ccccc2C1=O)Nc1ccc2c(c1)OCCO2
  2%	?	6%	-37	-8%	4%
COc1ccc(Cn2c(=O)n(-c3ccc(OC)cc3)c(=O)c3c2c2cc(OC)ccc2n3C)cc1
  /	8%	5%	123	/	/
